Bioassay records as filed in PubChem.
D1 agonist: Allosteric Agonists of the Human D1 Dopamine Receptor: qHTS. 360,000 tested, 1% active. HEK293 T-REx D1 cells, calcium flux, agonist mode. D(1A) dopamine receptor (Homo sapiens), P21728. activation, % at 2 µM; in the data active = activation above about 30%; also: 0% is about no effect
Target sequence (P21728 whole entry, looked up): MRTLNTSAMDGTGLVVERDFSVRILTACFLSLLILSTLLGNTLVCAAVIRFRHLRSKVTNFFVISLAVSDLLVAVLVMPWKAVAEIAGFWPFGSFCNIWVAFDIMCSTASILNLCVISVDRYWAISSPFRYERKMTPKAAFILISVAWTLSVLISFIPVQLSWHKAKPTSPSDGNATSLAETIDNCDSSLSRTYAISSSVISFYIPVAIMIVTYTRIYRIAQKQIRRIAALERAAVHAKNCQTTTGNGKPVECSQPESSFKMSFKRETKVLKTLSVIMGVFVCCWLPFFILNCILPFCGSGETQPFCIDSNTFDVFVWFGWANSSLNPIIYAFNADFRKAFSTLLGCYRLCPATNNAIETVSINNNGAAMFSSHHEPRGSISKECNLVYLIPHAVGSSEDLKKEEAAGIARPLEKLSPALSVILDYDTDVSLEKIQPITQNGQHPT
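Inducible HEK293 T-REx D1 cells, force-coupled to calcium signalling, were plated at 4000 cells/well with tetracycline and held overnight at 30 C. After no-wash calcium dye loading, compound-evoked calcium rise over 180 s flagged agonists.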
Vif-APOBEC3G blk: qHTS for Inhibitors of Vif-A3G Interactions: qHTS; DNA dC->dU-editing enzyme APOBEC-3G (Homo sapiens), Q9HC16; 410,000 tested, 0.076% active; AID 602310, 2012; HeLa A3G-eYFP + Vif (tagged APOBEC3G with the HIV-1 protein that degrades it), YFP fluorescence, overnight; Potency, µM (highest dose often 46.1 µM), for inactives: at the top dose activity, negative = active, hits mostly inhibitors;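 also: potency is read from the fitted curve at half-maximal effect; % is scaled to controls: 0 for no effect and ±100 for the full control effect; nearly all actives have a fitted effect of over 60% in size; hits raise eYFP signal because A3G escapes Vif-driven loss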
Target sequence (Q9HC16 whole entry, looked up): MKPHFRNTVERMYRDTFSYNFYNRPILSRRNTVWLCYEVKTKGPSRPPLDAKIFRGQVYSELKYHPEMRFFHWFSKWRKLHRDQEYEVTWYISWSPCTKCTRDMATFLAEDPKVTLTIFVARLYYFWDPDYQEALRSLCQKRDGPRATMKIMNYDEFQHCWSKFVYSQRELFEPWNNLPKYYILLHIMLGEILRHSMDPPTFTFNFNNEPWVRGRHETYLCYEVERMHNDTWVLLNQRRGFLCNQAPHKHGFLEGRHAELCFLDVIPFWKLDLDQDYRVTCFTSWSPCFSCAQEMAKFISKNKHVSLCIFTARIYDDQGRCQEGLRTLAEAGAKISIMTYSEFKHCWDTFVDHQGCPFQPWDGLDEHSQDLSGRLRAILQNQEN
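HeLa cells stably expressing Vif and C-terminally eYFP-tagged A3G, seeded overnight at 37 deg C, then exposed to compound by pintool overnight at 37 deg C. Rise in yellow fluorescence (Ex 488/Em 500-530, Acumen) marks blocked Vif-driven A3G degradation.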
D2 potentiator: HTS Assay for Positive Allosteric Modulators of the Human D2 Dopamine Receptor: Primary Screen for Potentiators. D(2) dopamine receptor (Homo sapiens), P14416. HEK293 T-REx D2, calcium flux, EC20 dopamine potentiation. potentiation, % at 10 µM. 340,000 tested, 0.34% active;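 active = potentiation over 3 SD above the plate norm, cut at about 30% in these data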; also: 0% is about no effect
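Calcium flux readout, no-wash dye, 1 read/s. Inducible HEK293 Trex D2 line, overnight 30 C. Compound alone 180 s (agonist flags), then EC20 dopamine, another 180 s to score potentiation.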
D1 PAM: Potentiators of Human D1 Dopamine Receptor: qHTS. HEK293 TREx D1 cells, calcium flux, dopamine EC20 potentiation. potentiation, % at 10 µM. 360,000 tested, 0.036% active. AID 504651, 2011; in the data active = potentiation above about 30%; also: 0% is about no effect
Vif-A3F inh: qHTS for Inhibitors of Vif-A3F Interactions: qHTS; HeLa A3F-eYFP + Vif (tagged APOBEC3F with the HIV-1 protein that degrades it), YFP fluorescence increase; Potency, µM (doses to about 46.1 µM), without a hit: at the highest dose activity, negative = active; 390,000 tested, 0.2% active; also: potency is read from the fitted curve at half-maximal effect; % of control where 0% means no effect; nearly all actives have a fitted effect of over 65% in size
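HeLa cells stably expressing A3F-eYFP plus Vif, plated and incubated overnight at 37 deg C, then exposed to compounds overnight at 37 deg C. Blocked degradation read as raised yellow fluorescence (Ex 488/Em 500-530).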
Glioma ERSR ind: qHTS for Inducers of the Endoplasmic Reticulum Stress Response (ERSR) in Human Glioma: qHTS. AID 602332, 2012. Potency, µM, without a hit: top-dose activation, usual class: activators. U87-MG GRP78 promoter luciferase reporter, 16 h. 420,000 tested, 0.02% active; also: potency is read from the fitted curve at half-maximal effect; series mostly up to about 76 µM; % of control where 0% means no effect; nearly all actives have a fitted effect of over 35% in size
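ERSR induction read as luciferase luminescence (Bright-Glo, 10 min at room temperature) in stably transfected human U87-MG glioma cells exposed to compounds for 16 h, using GRP78 as sensor.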
RXFP1 ag: qHTS Assay for Agonists of the Relaxin Receptor RXFP1. Relaxin receptor 1 (Homo sapiens), Q9HBX9. HEK293T-RXFP1 cAMP TR-FRET, 30 min; response scale: percent of porcine relaxin response, buffer zero. Potency, µM (highest dose often 57.5 µM), for inactives: top-dose activation, most hits filed as activators. 370,000 tested, 0.3% active. AID 2676, 2010; also: potency is read from the fitted curve at half-maximal effect; % is scaled to controls: 0 for no effect and ±100 for the full control effect; nearly all actives have a fitted effect of over 60% in size; many of its hits are not listed in these tables
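HEK293 cells stably expressing RXFP1, treated 30 min at 37C with compounds plus PDE4 inhibitor Ro 20174; cAMP measured by HTRF TR-FRET. Normalized to buffer and 29 nM porcine relaxin; EC50 by Hill fit.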
D1 antagonist: Antagonist of Human D 1 Dopamine Receptor: qHTS. D(1A) dopamine receptor (Homo sapiens), P21728. HEK293 TREx D1 cells, calcium flux, dopamine EC80; active compounds read low. activity change, negative = inhibition, % at 10 µM. 360,000 tested, 3.2% active. AID 504652, 2011; in the data active = activity change below about -30%; also: % is scaled to controls: 0 for no effect and ±100 for the full control effect
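Allosteric or orthosteric antagonism assessed as attenuation of the calcium response to EC80 dopamine, added 180 s after compound, in induced HEK293 Trex D1 cells loaded with no-wash calcium dye.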
LDHA inh: qHTS assay for inhibitors of human lactate dehydrogenase; activity change, % (values are at about 110 or 230 µM); purified LDHA, NADH/diaphorase-resazurin fluorescence; active compounds read low; 480,000 tested, 0.15% active; AID 1347041, 2019; L-lactate dehydrogenase A chain (Homo sapiens), P00338; in the data active = activity change below about -30%;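 also: plate controls were DMSO wells for no effect and wells without enzyme for full effect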
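Human LDH5 (2 nM) was incubated with 0.06 mM NADH and 0.2 mM pyruvate for 5 min at room temperature in Tris pH 7.4. Remaining NADH was coupled through diaphorase/resazurin, and resorufin fluorescence was read at 0 and 20 min.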
The depositor's hits bear a star; / = not tested or not shown; & = joins results of further samples. Unless noted, calls follow the shape of the dose curve; as a rule, active = well fitted curve in the direction sought with a large enough effect; inconclusive = small, poorly fitted or top-dose-only effect, or another doubt; inactive = no such curve, though single readings can be large; an effect the other way counts as inactive or inconclusive. This is a subset, so the mix of outcomes need not match the whole.

(1) CS(=O)(=O)c1cccc(C(=O)Oc2ccccc2)c1
(2) CCC(C)n1c(SCC(=O)NC2CCS(=O)(=O)C2)nc2ccccc2c1=O (configuration not stated)
(3) O=C(CSc1cn[nH]n1)Nc1cccc(C(=O)O)c1
(4) CNC(=S)NC1(C)CCS(=O)(=O)C1 (configuration not stated)
(5) Cc1ccc(CNC(=O)N[C@@H](Cc2ccccc2)C(=O)O)cc1
(6) Cc1ccc(CC2(c3ccccc3)NC(=O)NC2=O)cc1 (configuration not stated)
(7) COc1ccc(N2CC(NS(=O)(=O)c3cccnc3)CC2=O)cc1 (configuration not stated)
(8) CCn1ncc(C2C(C(=O)Nc3ccc(C)cn3)=C(C)NC3=C2C(=O)CCC3)c1C (configuration not stated)

assay / compound	1	2	3	4	5	6	7	8
D1 agonist	1.3	1.3	-0.3	3.0	1.0	/	0.2	1.2
Vif-APOBEC3G blk	-1.9%	-2.7%	0.7%	0.0%	1.3%	-20.5%	1.4%	3.1%
D2 potentiator	2.4	-21.2	/	-4.0	/	/	-11.1	-4.6
D1 PAM	-1.0	6.2	7.4	0.4	1.4	/	-1.8	-5.6
Vif-A3F inh	9.0%	9.8%	-0.1%	2.1%	0.6%	2.4%	0.7%	-13.3%
Glioma ERSR ind	-2.9%	-4.2%	-0.3%	-3.4%	-4.5%	-1.9%	-1.4%	-1.0%
RXFP1 ag	1.9%	2.8%	2.0%	0.7%	-1.6%	/	0.0%	1.3%
D1 antagonist	-11.3	6.0	18.7	-0.5	-8.2	/	6.8	-10.1
LDHA inh	-4.9	-1.4	-4.4	-6.7	-8.0&-8.9	-8.1	-5.1	-4.3

(9) CCCCNC(=O)[C@@H]1CC=C[C@@H]2CCN(Cc3ccc(Cl)c(Cl)c3)C(=O)[C@@H]21
(10) CS(=O)(=O)N1CCC(C(=O)NCCN2CCN(Cc3ccccc3)CC2)CC1
(11) COc1ccc(NC(=O)Cn2c(=O)n(CC3CCCO3)c(=O)c3ccccc32)cc1 (configuration not stated)
(12) CCC(C(=O)OCC(=O)NC(=O)c1ccccc1OC)c1ccccc1 (configuration not stated)
(13) O=C(O)c1ccc2c(c1)N(Cc1ccc(F)cc1)C(=O)c1ccccc1S2
(14) COc1ccc(S(=O)(=O)N2CCOC2CNC(=O)C(=O)NCCN2CCOCC2)cc1OC (configuration not stated)
(15) O=C1CC(/C=C/c2ccccn2)=Nc2ccccc2N1
(16) O=C(C1CCCN(S(=O)(=O)c2ccccc2)C1)N1CCCc2ccccc21 (configuration not stated)

assay / compound	9	10	11	12	13	14	15	16
D1 agonist	/	2.9	-1.8	7.9	0.3	3.7	1.5	1.5
Vif-APOBEC3G blk	1.1%&0.4%	1.5%	1.8%	1.9%	0.8%	-3.7%	-6.8%	2.5%
D2 potentiator	/	-7.3	/	-20.2	13.3	12.4	-7.5	7.6
D1 PAM	/	3.6	-1.0	-1.1	1.4	-7.2	-4.9	-2.2
Vif-A3F inh	6.1%	-3.1%	-10.0%	-3.3%	5.1%	-3.1%	-10.3%	1.9%
Glioma ERSR ind	-0.2%&-2.9%	2.4%	-3.3%	-3.0%	-1.1%	-4.0%	-2.6%	-2.8%
RXFP1 ag	/	0.3%	0.4%	0.5%	2.1%	1.9%	0.8%	-2.1%
D1 antagonist	/	10.9	-2.5	-1.9	-0.2	2.0	-23.7	-0.7
LDHA inh	-2.1	-5.8	0.5	-7.7	0.7	-2.1	10.0	-14.5

(17) CCn1c(SC2CCOC2=O)nnc1-c1ccc(Cl)cc1 (configuration not stated)
(18) C=CCOC(=O)C(C(=O)Cc1ccccc1)c1ccccc1 (configuration not stated)
(19) Cc1cccc(N2CCN(C(=O)CCNC(=O)Cn3ccc4ccccc4c3=O)CC2)c1C
(20) Cc1ccc(NC(=O)CSc2nnc(-c3ccncc3)n2C)cc1S(=O)(=O)N1CCOCC1
(21) CCOC(=O)C1=C(O)C(Nc2nc3ccccc3s2)(C(F)(F)F)N=C1C (configuration not stated)
(22) O=C(CN1CCC(NC(=O)c2ccccc2F)CC1)NCc1ccc(F)cc1
(23) Cn1c2ccccc2c(=O)c2ccc(C#CC3(O)CCCCC3)cc21
(24) FC(F)(F)c1ccc(C2[C@H]3CN(CC4CCCCC4)[C@H](c4ccccc4)C34CC2(c2cccnc2)C4)cc1 (some centres not stated)

assay / compound	17	18	19	20	21	22	23	24
D1 agonist	-0.7	/	0.3	-3.2	1.6	-0.2	-0.4	2.3
Vif-APOBEC3G blk	-0.4%	-8.0%	0.9%	-0.6%	1.1%	-0.2%	-22.5%	0.0%
D2 potentiator	-1.4	/	4.4	0.5	7.9	3.2	-5.4	/
D1 PAM	-3.1	/	0.6	-4.7	6.8	-1.1	-7.9	-1.2
Vif-A3F inh	-0.1%	-10.0%	10.5%	7.3%	-0.7%	-1.1%	-2.0%	-6.8%
Glioma ERSR ind	-2.3%	-0.9%	-3.3%	-3.2%	-1.5%	1.1%	-12.2%	-5.2%
RXFP1 ag	3.1%	/	1.3%	4.7%	0.9%	1.8%	0.4%	0.1%
D1 antagonist	-7.6	/	-7.0	-6.6	-7.7	/	-13.1	27.4
LDHA inh	1.7	0.4	-1.5	-3.9	-9.4	-17.2	3.6	0.1

(25) Cc1ccc(NC(=O)CSc2ncc(S(=O)(=O)c3ccc(C(C)C)cc3)c(=O)[nH]2)cc1C
(26) O=C(CSc1nnc(-c2ccc(Cl)cc2)n1Cc1ccco1)Nc1ccc2c(c1)OCCO2
(27) CC(C)CCNC(=O)C1(c2cccs2)CCOCC1
(28) Cc1c(Br)c(C(F)(F)F)nn1CC(=O)NCC1CCCO1 (configuration not stated)
(29) COc1cc(OC)c(OC)cc1CN1CCc2nc(N3CCN(c4ccccc4F)CC3)ncc2C1
(30) Cc1c(NC(=O)c2cc(Br)ccc2Cl)cccc1-n1cnnn1
(31) Cc1cc(C)c2c(CN3CCN(C)CC3)cc(=O)oc2c1
(32) Cc1cc(C)n2c(SCC(=O)Nc3cc(C)on3)nnc2n1

assay / compound	25	26	27	28	29	30	31	32
D1 agonist	17.1	3.7	2.2	2.4	0.5	/	1.6	2.0
Vif-APOBEC3G blk	-1.1%	0.7%	-4.3%	-5.9%	0.0%	2.0%	0.5%	1.0%
D2 potentiator	-14.3	0.3	3.6	0.8	-0.2	/	-6.4	9.2
D1 PAM	-5.8	-10.1	-2.0	-5.3	-0.4	/	0.6	4.0
Vif-A3F inh	3.3%	6.7%	1.9%	-14.5%	-8.8%	-0.4%	-10.7%	-1.9%
Glioma ERSR ind	-1.1%	-1.0%	-8.2%	-2.8%	-5.5%	-1.1%	-3.8%	-0.6%
RXFP1 ag	-0.6%	0.9%	0.2%	-2.1%	-2.4%	/	-1.5%	26.6%
D1 antagonist	19.3	-9.0	-1.0	0.0	-2.0	/	-11.1	5.9
LDHA inh	-7.1	-4.0	-10.7	-9.0	-6.1	-1.7	-3.1&0.8	-8.4

(33) O=C(CSc1nnc(-c2ccc(O)cc2)n1-c1ccccc1)CC(=O)Nc1ccccc1
(34) CCOc1ccc(OCCN2CCCCC2)cc1
(35) Cc1ccccc1C(=O)Nc1ccc(S(=O)(=O)Nc2onc(C)c2C)cc1
(36) CCC(=O)Nc1ccc(-c2ccc(NC(=O)CC)c(OC)c2)cc1OC
(37) CCCc1cc(=O)oc2cc(C)cc(OCC(=O)NC(Cc3c[nH]c4ccc(O)cc34)C(=O)O)c12 (configuration not stated)

assay / compound	33	34	35	36	37
D1 agonist	3.9	2.9	0.7	0.7	2.3
Vif-APOBEC3G blk	-2.0%	0.5%	-1.6%	0.2%	1.1%
D2 potentiator	0.6	-0.5	0.9	9.1	7.7
D1 PAM	0.5	-8.8	1.6	-7.0	-5.1
Vif-A3F inh	-8.5%	-1.6%	1.8%	-10.7%	-0.8%
Glioma ERSR ind	-1.4%	-1.7%	-0.5%	-3.8%	4.1%
RXFP1 ag	-0.4%	-2.0%	-2.7%	1.4%	-0.4%
D1 antagonist	7.7	10.1	-10.9	16.0	-14.2
LDHA inh	-5.4	-13.6	-5.6	-1.0	11.4

Among those listed so far, six contain fluorine.
(13) O=C(O)c1ccc2c(c1)N(Cc1ccc(F)cc1)C(=O)c1ccccc1S2
(21) CCOC(=O)C1=C(O)C(Nc2nc3ccccc3s2)(C(F)(F)F)N=C1C (configuration not stated)
(22) O=C(CN1CCC(NC(=O)c2ccccc2F)CC1)NCc1ccc(F)cc1
(24) FC(F)(F)c1ccc(C2[C@H]3CN(CC4CCCCC4)[C@H](c4ccccc4)C34CC2(c2cccnc2)C4)cc1 (some centres not stated)
(28) Cc1c(Br)c(C(F)(F)F)nn1CC(=O)NCC1CCCO1 (configuration not stated)
(29) COc1cc(OC)c(OC)cc1CN1CCc2nc(N3CCN(c4ccccc4F)CC3)ncc2C1

assay / compound	13	21	22	24	28	29
D1 agonist	0.3	1.6	-0.2	2.3	2.4	0.5
Vif-APOBEC3G blk	0.8%	1.1%	-0.2%	0.0%	-5.9%	0.0%
D2 potentiator	13.3	7.9	3.2	/	0.8	-0.2
D1 PAM	1.4	6.8	-1.1	-1.2	-5.3	-0.4
Vif-A3F inh	5.1%	-0.7%	-1.1%	-6.8%	-14.5%	-8.8%
Glioma ERSR ind	-1.1%	-1.5%	1.1%	-5.2%	-2.8%	-5.5%
RXFP1 ag	2.1%	0.9%	1.8%	0.1%	-2.1%	-2.4%
D1 antagonist	-0.2	-7.7	/	27.4	0.0	-2.0
LDHA inh	0.7	-9.4	-17.2	0.1	-9.0	-6.1
